# Abeta yeast res: A-beta toxicity reversal in yeast; yeast expressing A-beta42, growth rescue, OD600, 48 h; response scale: 0% DMSO, 100% iron-clioquinol control; Potency, µM (highest dose often 46.1 µM), without a hit: at the top dose growth rescue, usual class: activators; 410,000 compounds, 0.063% hits; AID 1347071; also: potency is read from the fitted curve at half-maximal effect; nearly all actives have a fitted effect of over 55% in size
#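 Growth rescue measured by 600 nm absorbance after 48 h yeast culture at 30 C with compound. Values normalized between DMSO and an equimolar ferric chloride plus clioquinol control.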
# WRN inhibitor: blocks human WRN helicase; Potency, µM (titrated, usually from 114 µM), without a hit: at the top dose activity change, negative = inhibition, actives largely listed as inhibitors; WRN helicase unwinding, fluorescent forked duplex, kinetic; 360,000 compounds, 0.46% hits; AID 651768; also: potency is read from the fitted curve at half-maximal effect; % is scaled to controls: 0 for no effect and ±100 for the full control effect; nearly all actives have a fitted effect of over 55% in size
#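 WRN at 20 nM final preincubated with compound 15 min at room temperature; reaction started with 100 nM fluorophore/quencher forked duplex oligonucleotide and 2 mM ATP final. Unwinding followed kinetically by red fluorescence (ex 525, em 598 nm).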
# PI5P4K alpha inh: inhibitors of human PI5P4K alpha; PI5P4Kalpha enzyme, ADP-Glo luminescence, 60 min; hits give low values; max response, %; 330,000 compounds, 1.2% hits; AID 652105; active = max response of -50% or lower; inconclusive = between -30% and -50%; inactive = -30% or higher; also: value at the top dose of about 77 µM; % is scaled to controls: 0 for no effect and ±100 for the full control effect
# Target sequence (P48426 whole entry, looked up): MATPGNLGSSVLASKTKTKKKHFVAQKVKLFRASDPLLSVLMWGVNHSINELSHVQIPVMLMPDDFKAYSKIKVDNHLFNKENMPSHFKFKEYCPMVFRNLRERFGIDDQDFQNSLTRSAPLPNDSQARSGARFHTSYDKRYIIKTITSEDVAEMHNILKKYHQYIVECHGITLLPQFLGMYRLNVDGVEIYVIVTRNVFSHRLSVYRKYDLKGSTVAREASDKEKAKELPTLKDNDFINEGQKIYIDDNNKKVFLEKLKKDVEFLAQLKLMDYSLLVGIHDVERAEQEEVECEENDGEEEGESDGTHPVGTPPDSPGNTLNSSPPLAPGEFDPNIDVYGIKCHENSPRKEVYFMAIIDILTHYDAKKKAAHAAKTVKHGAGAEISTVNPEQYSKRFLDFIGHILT
#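 ADP-Glo luminescence end-point after a 60 min room-temperature kinase reaction. PI5P4Kalpha and substrate in HEPES pH 7.4 buffer with EGTA, 0.1% CHAPS and 5% DMSO; ATP at 5 microM final.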
# EPAC1 antagonist: antagonists of human EPAC1 | Potency, µM (highest dose often 115 µM), without a hit: at the top dose activity change, negative = inhibition, hits mostly inhibitors | 360,000 compounds, 0.14% hits | EPAC1 GEF assay, Rap1b-BODIPY-GDP exchange fluorescence;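 also: potency is read from the fitted curve at half-maximal effect; plate controls were vehicle for no effect and positive control for full effect; nearly all actives have a fitted effect of over 50% in size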
# FUS suppressor: FUS proteinopathy suppression in yeast | AID 1347120 | 390,000 compounds, 0.24% hits | Potency, µM (titrated, usually from 76.6 µM), inactives show at the top dose growth rescue (activation), usual class: activators | S. cerevisiae FUS-expressing, growth rescue, OD600, 24 h;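 also: potency is read from the fitted curve at half-maximal effect; plate controls were DMSO vehicle for no effect and reference control for full effect; nearly all actives have a fitted effect of over 55% in size; some results filed as inactive show a strong effect at the top dose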
#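 Cultures pregrown in 2.5% raffinose medium are shifted to minimal medium containing 2% galactose to express toxic FUS. Compounds are tested at several concentrations. After 24hr at 30C, growth is quantified at 600 nm absorbance.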
# PLK1 PBD inh: PLK1 (human) polo-box domain binding inhibition; 360,000 compounds, 2.8% hits; AID 720504; Potency, µM, for the others: max response, negative = inhibition, most hits filed as inhibitors; P53350; Plk1 PBD binding of FITC phosphopeptide, fluorescence polarization; also: potency is read from the fitted curve at half-maximal effect; series mostly up to about 57 µM; % is scaled to controls: 0 for no effect and ±100 for the full control effect; nearly all actives have a fitted effect of over 65% in size
# Target sequence (P53350 whole entry, looked up, the tested form may be a part): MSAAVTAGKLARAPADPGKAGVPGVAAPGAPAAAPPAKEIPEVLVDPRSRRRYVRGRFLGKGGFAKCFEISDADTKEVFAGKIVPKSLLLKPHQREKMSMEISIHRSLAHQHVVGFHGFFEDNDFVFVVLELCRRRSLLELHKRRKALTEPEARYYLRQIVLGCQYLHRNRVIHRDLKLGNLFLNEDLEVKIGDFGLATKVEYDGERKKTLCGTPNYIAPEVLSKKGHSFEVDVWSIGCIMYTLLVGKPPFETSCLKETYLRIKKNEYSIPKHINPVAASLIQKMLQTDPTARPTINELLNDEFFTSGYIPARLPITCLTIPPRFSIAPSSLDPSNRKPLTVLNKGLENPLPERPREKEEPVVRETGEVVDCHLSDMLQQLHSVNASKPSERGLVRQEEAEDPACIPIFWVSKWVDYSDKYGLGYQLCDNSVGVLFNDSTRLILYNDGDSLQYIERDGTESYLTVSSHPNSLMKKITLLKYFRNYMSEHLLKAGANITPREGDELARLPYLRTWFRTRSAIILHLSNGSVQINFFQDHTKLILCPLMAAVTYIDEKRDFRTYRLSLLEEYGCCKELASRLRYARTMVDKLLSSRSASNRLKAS
# EPAC1 agonist: agonists of human EPAC1; O95398; EPAC1 agonist qHTS, biochemical assay; response scale: 100% = response to 6.5 mM cAMP; Potency, µM (titrated, usually from 154 µM), inactives show at the highest dose activation, hits mostly activators; 360,000 compounds, 0.073% hits; also: potency is read from the fitted curve at half-maximal effect; nearly all actives have a fitted effect of over 60% in size
#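 Normalized to 6.5 mM cAMP, activity reflects EPAC1-catalysed release of BODIPY-GDP from Rap1B, followed kinetically over 30 min at 480 nm excitation, 540 nm emission. Reaction contained 100 nM EPAC1, 250 nM Rap1B-BODIPY-GDP, 50 uM GDP.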
# IL-2 act: IL-2 activation. IL-2 activation reporter assay, cell-based qHTS; stimulated with anti-CD3/CD4/CD28 beads; in transgenic mouse T cells. activation, % (series mostly up to about 46 µM). 360,000 compounds, 0.065% hits. AID 652025; in the data active = activation above about 50%; inconclusive = mostly about 30% to 49%; also: 0% is about no effect
#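 Unstimulated transgenic mouse T cells preincubated 60 min with compound, then stimulated with anti-CD3/anti-CD4-coated beads plus anti-CD28 for 18 h at 37 degrees C. IL-2 response read as EGFP and DsRed fluorescence by plate cytometry.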
# * hit, by the source's call; u = inconclusive; x = no result given; & = joins results of further samples; [ ] = dose if it differs, or a comment. Unless noted, calls follow the shape of the dose curve; as a rule, active = well fitted curve in the direction sought with a large enough effect; inconclusive = small, poorly fitted or top-dose-only effect, or another doubt; inactive = no such curve, though single readings can be large; an effect the other way counts as inactive or inconclusive.
cpd	molecule	Abeta yeast res	WRN inhibitor	PI5P4K alpha inh	EPAC1 antagonist	FUS suppressor	PLK1 PBD inh	EPAC1 agonist	IL-2 act
1	O=C(Nc1ccccc1Cl)N1C2CCC1CC(O)(c1cccnc1)C2 (centres undefined)	3%	7%	0	-1%	-15%	-7%	-11%	-4.6
2	COC(=O)c1cc(=O)nc(NN=C2CCCCC2)s1	4%	-2%	0	-8%	-11%	-5%	-5%	0.1
3	O=C(CCn1ccc([N+](=O)[O-])n1)Nc1nccs1	-8%	7%[57.1 µM]	-4	2%	-2%	-12%	-2%	3.0
4	COc1ccc(N(C(=O)c2cnccn2)C(C(=O)NC2CCCCC2)c2ccc(O)cc2)cc1 (centres undefined)	9%	7%	0	-10%	15%	-4%	10%	-0.2
5	CCOC(=O)C1CCCN(C(=O)C2CCCN(S(=O)(=O)c3ccc4c(c3)oc(=O)n4C)C2)C1 (centres undefined)	3%	0%	0	-3%	11%	-9%	1%	-4.6
6	CCN1C(=O)[C@H]2[C@@H](c3ccc(-c4ccc(C(C)=O)cc4)cc3)N3CCCC[C@@]3(C(=O)OC)[C@H]2C1=O	-12%	-5%	12	2%	38%	-2%	3%	-0.7
7	FC(F)(F)c1nnc2ccc(NCc3cccnc3)nn12	-5%	9%	2	0%	-14%	0%	4%	0.4
8	COc1cccc(C(=O)NCc2ccc3c(c2)OCO3)c1	-8%	-24%	2	3%	14%	-6%	7%	-0.2
9	CCN(c1ccccc1)S(=O)(=O)c1ccc(Cl)c(NC(=O)CSc2n[nH]c(N)n2)c1	2%	-17%	-13	-17%	x	-15%	1%	2.4
10	CCOC(=O)c1c(C)[nH]c(C)c1S(=O)(=O)NCc1ccc(OCC)cc1	-3%	-3%	2	0%	7%	-5%	0%	-0.5
11	Cc1ccc2[nH]c3c(c2c1)CNCC3	-2%	1%	-1	-2%	11%	-3%	5%	-0.6
12	CCOCCCNc1ccc(-c2ccccc2)nn1	6%	-3%	x	7%	26%	-4%	4%	3.7
13	CC1=CC(C)(C)Nc2ccc(Cc3ccc4c(c3)C(C)=CC(C)(C)N4)cc21	u	-5%	-21	-13%	31%	-7%	-5%	1.0
14	CC(C)(C)NC(=O)C(c1ccc(-c2ccccc2)cc1)N(C[C@H]1CC[C@@H]([C@@H]2CC[C@H](CO)O2)O1)C(=O)c1cccc(Cl)c1 (some centres undefined)	8%	-7%	5	-18%	u	3%	-5%	-0.4
15	CCc1ccc(OCC(=O)NNC(=S)NC(=O)C2CC2)c(Br)c1	-79%[inhibitor]	-8%	-5	-19%	29%	-20%	15%	-1.3
16	CCN(CC(=O)Nc1c(F)cccc1F)C(=O)C1=COCCO1	-2%	1%	-3	10%	-12%	-1%	0%	-3.5
17	COc1cc2oc(=O)ccc2cc1-c1c(OC)ccc2ccc(=O)oc12	-5%	-7%	-7	-6%	-27%	-9%	8%	3.0
18	COc1cc(OC)cc(-c2c(Sc3ccccc3)c3cc(-c4cnc(N5CCOCC5)nc4)ccc3n2C)c1	-6%	6%	0	8%	-4%	-7%	1%	1.8
19	CN(C#N)c1nccc(-c2cccs2)n1	4%	4%	-3	-5%	-39%	-2%	-4%	1.7
20	Cn1c(CNC(=O)CCNC(=O)c2ccccc2)cc(=O)n(C)c1=O	1%	-2%	4	-12%	-24%	-5%	7%	-0.5
21	Cc1ccc(OCc2cc(C(=O)N(C)CCc3nc4ccccc4[nH]3)no2)cc1C	x	-11%	7	-20%	10%	-5%	1%	0.5
22	CC(C(=O)NCc1ccc(F)cc1)n1ccc2cc(S(=O)(=O)N3CCCC3)ccc21 (centres undefined)	5%	-1%	3	u	8%	-8%	-3%	-3.8
23	O=C(c1cccc(NS(=O)(=O)c2cccc(C(F)(F)F)c2)c1)N1CCOCC1	-4%	-32%	-3	2%	x	-3%	2%	-1.5
24	O=C(Nc1ccccc1)c1ccncc1	-2%	7%	x	4%	26%	0%	-3%	0.0
25	O=C(O)C(C(O)c1ccccc1)[n+]1ccccc1 (centres undefined)	0%	2%	1	23%	-32%	0%	0%	-0.3
26	CO/N=C/Cc1c([N+](=O)[O-])c(C)nn1C	-8%	-2%	1	-12%	-2%	-1%	-10%	-0.9
27	N#CC1=C(N)S[C@H](C(=O)C23CC4CC(CC(C4)C2)C3)[C@H]1c1ccncc1	19%[9.22 µM]	-25%	2	-27%	u	u	0%	-5.3
28	Cc1ccccc1Nc1nnc(SCC(=O)c2c(N)n(C)c(=O)n(C)c2=O)s1	22%	-7%	5	-2%	7%	-3%	3%	-0.7
29	Cc1onc(-c2ccccc2Cl)c1C(=O)NCCCc1ccccc1	6%	-20%	-2	5%	8%	-4%	2%	-2.1
30	CC(=O)c1cc(F)c(N2CCN(CCC#N)CC2)cc1C	-3%	16%	1	14%	-12%	-7%	7%	0.1
31	CCc1ccc(Nc2oc(C)cc(=O)c2C(C)=O)cc1	-11%	8%	3	12%	-5%	-9%	-1%	-1.9
32	COc1ccc(CC(=O)OCn2nnc3ccccc3c2=O)cc1OC	-2%	-9%	0	-7%	-22%	-2%	2%	-0.3
33	O=C(CCS(=O)(=O)Cc1ccccc1)Nc1nc2c(s1)CCCC2	-1%	2%	x	2%	-21%	-7%	-1%	-2.4
34	CC(=O)Nc1ccc(S(=O)(=O)N2CCN(Cc3cccnc3)CC2)cc1	7%	8%	x	0%	13%	-4%	-1%	-1.6
35	O=C(O)c1cccc(Nc2ccc([N+](=O)[O-])cn2)c1	5%	4%	-10	8%	-4%	2%	1%	2.0
36	Cc1ccccc1NC(=O)N1C2CCC1CC(O)(c1cccnc1)C2 (centres undefined)	1%	3%	0	-20%	5%	0%	15%	0.2
37	O=S(=O)(NCc1cc(-c2ccc(Cl)cc2)no1)c1ccccc1	-6%	-12%	3	15%	8%	-10%	2%	-0.4
38	Cn1ccnc1SCC(=O)c1ccc(C#N)cc1	-5%	-22%	3	-1%	-1%	-6%	1%	-1.0
39	COC(CNC(=O)c1cccnc1)OC	0%	9%	0	0%	-35%	-1%	-6%	0.0
40	CC(=O)N[C@@H](Cc1c[nH]c2ccccc12)C(=O)NC1CCCc2ccccc21 (some centres undefined)	-5%	3%	1	9%	7%	-8%	4%	-0.5
41	COc1cc(/C=C/C(=O)OCC(=O)Nc2ccc(NC(C)=O)cc2)cc(S(=O)(=O)N2CCc3ccccc32)c1OC	7%	-9%[57.1 µM]	-1	u	u	9%	4%	-1.7
42	COc1ccc(-n2c(SCC(=O)NNC(=O)c3ccccc3C)nnc2-c2ccncc2)cc1	6%	1%	x	8%	10%	3%	0%	-0.2
43	CCOc1cc(/C=C/c2ccc3cccc([N+](=O)[O-])c3n2)ccc1OCC(=O)N(C)C	-13%	-12%	2	-7%	45%	-7%	-9%	0.5
44	Cc1nc(NC(=O)CN(C)S(=O)(=O)c2ccc(Br)cc2)sc1C	-1%	-7%	x	-7%	u	-11%	0%	0.8
45	CCCN1CCN(C(=O)Nc2ccc(C(=O)OCC)cc2)CC1	2%	2%	x	6%	7%	1%	0%	-0.7
46	CCNC(=O)NC(=O)C(C)OC(=O)c1cccn1C (centres undefined)	-7%	-3%	-5	-17%	-31%	-10%	1%	-1.3
47	Cc1oc(S(=O)(=O)N2CCCCC2)cc1NC(=O)Nc1ccc(Cl)cc1	2%	0%	3	-26%	17%	1%	3%	-0.6
48	C=CCNC(=S)NNC(=O)c1ccc(Br)o1	32%	-17%	10	9%	x	-6%	6%	1.6
49	CCCCCC(=O)N1CCCC(c2nc(-c3ccc(OC)cc3)no2)C1 (centres undefined)	19%	2%	x	4%	u	-1%	5%	-2.3
50	COc1ccc(Cl)cc1Cn1c(C)c(C(=O)NCc2ccc3c(c2)OCCO3)sc1=O	-3%	-12%[57.1 µM]	4	-29%	u	8%	-1%	-0.9
51	Cc1nn(CC(=O)Nc2cc(S(=O)(=O)N3CCOCC3)ccc2Cl)c(C)c1[N+](=O)[O-]	-1%	10%	-2	-9%	-20%	-11%	7%	-0.1
52	CCOC(=O)c1cnc2c(cnn2C)c1Cl	-9%	-28%	2	-24%	1%	-10%	1%	2.2
53	CCCCCNC(=O)C1C(=O)Nc2ccccc2C(=O)N1c1ccc(OC)cc1 (centres undefined)	5%	0%	2	14%	13%	0%	4%	-0.8
54	COc1ccc(-c2ccc(C(c3c(C)[nH][nH]c3=O)c3c(C)[nH][nH]c3=O)o2)c([N+](=O)[O-])c1	9%	-29%	-2	-6%	36%	21µM*	4%	-0.5
55	CCCCCC(=O)N/N=C/c1ccccc1[N+](=O)[O-]	-8%	0%	1	-3%	0%	2%	1%	-0.3
56	CN(C)S(=O)(=O)n1cc(/C=C(\NC(=O)c2ccccc2Cl)C(=O)NCCCn2ccnc2)c2ccccc21	12%&-10%	1%[57.1 µM]	0	5%	14%&10%	0%	6%	2.0
57	CCC(=O)c1cc2c(cc1NC(=O)C(C)C)OCCO2	2%	4%	-1	13%	-10%	4%	0%	0.3
58	CCC1(C)Cc2nc3[nH]c(=S)n(-c4ccc(C)cc4)c(=O)c3cc2CO1 (centres undefined)	-7%	-7%	-6	9%	x	-4%	-3%	-0.2
59	N#Cc1ccc(N/N=C/c2ccccc2)c([N+](=O)[O-])c1	2%	-1%	-4	0%	13%	-17%	0%	0.6
60	COC(=O)CSc1nnc2c3c4c(sc3nc(-n3nc(C)cc3C)n12)COC(C)(C)C4	10%	-20%	-7	9%	3%	2%	-6%	-0.5

# New compounds follow.
cpd	molecule	Abeta yeast res	WRN inhibitor	PI5P4K alpha inh	EPAC1 antagonist	FUS suppressor	PLK1 PBD inh	EPAC1 agonist	IL-2 act
61	COc1ccnc(-n2cccc2C#N)c1C#N	10%	-7%	4	0%	-17%	-2%	4%	1.6
62	O=C(c1ccc(Cl)cc1)N1CCOc2ccccc21	-7%	1%	0	u	4%	-19%	-7%	-1.5
63	Fc1ccc(C(CCNCc2cccs2)c2ccco2)cc1 (centres undefined)	26%	-6%	2	-1%	9%	4%	-6%	-0.6
64	Cc1ccc(S(=O)(=O)N(CCO)Cc2ccccc2)cc1	-2%	-13%	4	0%	11%	-1%	6%	0.4
65	Clc1cccc(CNCCCSc2ncccn2)c1Cl	19%	3%	5	-2%	10%	0%	5%	-1.3

# 2 entries from above, in transposed form:
45	CCCN1CCN(C(=O)Nc2ccc(C(=O)OCC)cc2)CC1
46	CCNC(=O)NC(=O)C(C)OC(=O)c1cccn1C (centres undefined)
screen / no.	45	46
Abeta yeast res	2%	-7%
WRN inhibitor	2%	-3%
PI5P4K alpha inh	x	-5
EPAC1 antagonist	6%	-17%
FUS suppressor	7%	-31%
PLK1 PBD inh	1%	-10%
EPAC1 agonist	0%	1%
IL-2 act	-0.7	-1.3

# From PubChem BioAssay
